TEAD-YAP inh – TEAD-YAP interaction inhibition; HEK-TIYL cells, TEAD-Gal4/YAP UAS-luciferase luminescence; AID 1259422; inhibition, % at 9.12 µM; actives 1.4% (n = 640,000); in the data active means inhibition above about 32%;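 further: 0% = median of test compound wells and 100% = reference inhibitor wells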
FBW7 act – activators of human E3 ligase FBW7. Q969H0. AlphaScreen FBW7–phospho-cyclin E peptide binding, activator screen. normalized activity (activation), % at 26.1 µM. actives 0.13% (n = 650,000). AID 1259310; in the data active means normalized activity above about 1.9%;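 further: purified mutant Fbw7 with reduced substrate affinity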
MITF inh – human MITF inhibition, primary screen. O75030. actives 0.91% (n = 650,000). inhibition, % at 2.6 µM. AlphaScreen MITF homodimerization, bead proximity signal; in the data active means inhibition above about 50%;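 further: 0% = vehicle wells with protein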
Target sequence (O75030 whole entry, looked up): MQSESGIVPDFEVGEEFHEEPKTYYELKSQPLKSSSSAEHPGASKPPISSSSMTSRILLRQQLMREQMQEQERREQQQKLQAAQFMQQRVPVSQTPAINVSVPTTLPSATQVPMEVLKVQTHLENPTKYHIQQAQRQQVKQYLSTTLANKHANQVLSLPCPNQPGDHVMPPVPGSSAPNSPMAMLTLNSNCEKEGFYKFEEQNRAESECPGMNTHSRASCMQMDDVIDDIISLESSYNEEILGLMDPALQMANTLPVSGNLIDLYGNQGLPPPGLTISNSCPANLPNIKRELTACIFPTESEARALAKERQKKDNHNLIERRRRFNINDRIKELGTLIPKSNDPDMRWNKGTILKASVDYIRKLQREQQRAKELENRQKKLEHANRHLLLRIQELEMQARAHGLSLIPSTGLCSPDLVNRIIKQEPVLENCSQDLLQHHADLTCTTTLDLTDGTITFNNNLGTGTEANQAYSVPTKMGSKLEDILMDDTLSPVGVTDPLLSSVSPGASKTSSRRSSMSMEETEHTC
GPR151 activ – activators of human GPR151; actives 1% (n = 650,000); activation, % at 11.2 µM; PathHunter beta-arrestin GPR151 cells, luminescence; Q8TDV0; in the data active means activation above about 4.9%;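 further: 0% = median of compound wells and 100% = cells with positive control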
Target sequence (Q8TDV0 whole entry, looked up): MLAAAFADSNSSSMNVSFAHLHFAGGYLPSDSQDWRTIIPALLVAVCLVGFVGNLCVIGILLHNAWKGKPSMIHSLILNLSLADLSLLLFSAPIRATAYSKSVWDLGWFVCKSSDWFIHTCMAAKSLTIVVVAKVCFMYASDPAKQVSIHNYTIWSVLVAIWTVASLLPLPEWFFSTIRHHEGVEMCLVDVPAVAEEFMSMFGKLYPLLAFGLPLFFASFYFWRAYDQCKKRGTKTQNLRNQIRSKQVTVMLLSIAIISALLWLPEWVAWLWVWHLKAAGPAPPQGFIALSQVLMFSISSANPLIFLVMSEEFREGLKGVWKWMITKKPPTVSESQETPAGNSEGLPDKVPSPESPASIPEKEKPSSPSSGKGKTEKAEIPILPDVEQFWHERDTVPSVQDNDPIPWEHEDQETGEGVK
An asterisk follows results filed as active; / = not tested or not shown.

Letter code – A = TEAD-YAP inh; B = FBW7 act; C = MITF inh; D = GPR151 activ
molecule: CCN(CCCNC(=O)CNC(=O)c1nn(-c2ccc(OC)c(OC)c2)c(=O)c2ccccc12)c1ccccc1
  A: 18	B: 0.1	C: 13	D: -2.1
molecule: Cc1nc(NC2CC2)c2nnn(Cc3ccccc3Cl)c2n1
  A: -8	B: 0.0	C: 7	D: 0.1
molecule: O=C(NS(=O)(=O)c1ccccc1)c1ccc([N+](=O)[O-])cc1
  A: 4	B: 0.0	C: -8	D: 0.2
molecule: CSc1cccc(NC(=O)CSc2nnc(CC(=O)Nc3ccc(C)cc3)n2C)c1
  A: -2	B: -0.2	C: -6	D: -0.3
molecule: Cc1cccc(NS(=O)(=O)c2cn(C)c(=O)n(C)c2=O)c1C
  A: 1	B: -0.1	C: -4	D: -1.5
molecule: Cc1cc(OC(=O)c2cc3cc([N+](=O)[O-])ccc3oc2=O)c(C)cc1CN1CCOCC1
  A: 13	B: -0.3	C: 11	D: -1.2
molecule: CCNC(=S)N(Cc1ccc(OC)cc1)C1CC(=O)N(c2ccc(OC)cc2)C1=O (configuration not stated)
  A: 2	B: -0.1	C: 6	D: 0.0
molecule: C=C(C)CN(CC)Cc1ccc(C(=O)NCc2cnc3ccccc3c2)c(=O)[nH]1
  A: 7	B: 0.0	C: -1	D: 2.5
molecule: COc1ccccc1-n1nnc(C(=O)Nc2cccc(F)c2)c1C
  A: -60	B: 0.1	C: 1	D: 1.7
molecule: COC(=O)CSc1nc(N)c2c3c(sc2n1)CCC3
  A: 1	B: -0.1	C: 8	D: 2.6
molecule: CCOC(=O)c1cccc(NC(=O)CCS(=O)(=O)c2ccc(OC)cc2)c1
  A: -15	B: 0.2	C: 9	D: 1.5
molecule: O=C(N/N=C/C=C/c1ccco1)c1ccccc1[N+](=O)[O-]
  A: -3	B: -0.1	C: 17	D: 1.0
molecule: CC(C(=O)O)N(c1ccc(Cl)cc1)S(C)(=O)=O (configuration not stated)
  A: 9	B: 0.0	C: 12	D: -0.6
molecule: NC(=O)c1ccc2nc(-c3cccs3)sc2c1
  A: 33*	B: 0.1	C: 73*	D: -7.7
molecule: Cc1cc(C(=O)Nc2nc3ccc(Br)cc3s2)nn1C
  A: 27	B: 0.1	C: 15	D: 0.5
molecule: COc1ccc(-c2noc(-c3ccco3)n2)cc1OC
  A: -75	B: 0.1	C: 7	D: -1.7
molecule: O=c1nc2n(-c3ccc([N+](=O)[O-])cc3)c3cccc(Cl)c3cc-2c(=O)[nH]1
  A: -1	B: 0.8	C: 11	D: 1.1
molecule: O=C(COc1ccc(Cl)cc1Cl)Nc1ccc2oc(-c3ccncc3)nc2c1
  A: -9	B: 0.1	C: 6	D: 0.7
molecule: O=C1OC(c2cccc(Br)c2)=N/C1=C\c1cccc(Br)c1
  A: -1	B: 0.4	C: 11	D: -1.9
molecule: CCc1ccc(NC(=O)Nc2ccccc2)cc1
  A: -32	B: 0.0	C: 7	D: -3.5
molecule: Cc1ccc(C)c(S(=O)(=O)n2ccc(C)n2)c1
  A: -4	B: 0.0	C: 7	D: 1.1
molecule: COc1cc(NC(=O)c2cccc3ccccc23)ccc1NC(=O)C(C)C
  A: -2	B: 0.1	C: 0	D: 0.8
molecule: Cc1ccc(C(=O)COC(=O)c2ccc(Br)o2)cc1C
  A: 3	B: 0.6	C: 2	D: -0.2
molecule: O=C(CSc1nsc(SCC(=O)Nc2ccccn2)n1)Nc1ccccn1
  A: 6	B: -0.1	C: 16	D: -2.0
molecule: CC(C)CC(=O)Nc1ccc(C(=O)COC(=O)c2ccc(-n3cnnn3)cc2)cc1
  A: -6	B: 0.5	C: 5	D: 2.1

An excerpt from above in order of heavy-atom count, largest number first:
Letter code – A = TEAD-YAP inh; B = FBW7 act; C = MITF inh; D = GPR151 activ
molecule: CCNC(=S)N(Cc1ccc(OC)cc1)C1CC(=O)N(c2ccc(OC)cc2)C1=O (configuration not stated)
  A: 2	B: -0.1	C: 6	D: 0.0
molecule: Cc1nc(NC2CC2)c2nnn(Cc3ccccc3Cl)c2n1
  A: -8	B: 0.0	C: 7	D: 0.1
molecule: O=C(NS(=O)(=O)c1ccccc1)c1ccc([N+](=O)[O-])cc1
  A: 4	B: 0.0	C: -8	D: 0.2

Carrying on:
Letter code – A = TEAD-YAP inh; B = FBW7 act; C = MITF inh; D = GPR151 activ
molecule: COc1cccc2c(C)nc(NC3=NCN(CCc4ccccc4)CN3)nc12
  A: 11	B: 0.0	C: -14	D: 1.4
molecule: CN(CCNC(=O)Cn1ncc2c3ccccc3n(C)c2c1=O)C1CCCCC1
  A: -13	B: 0.0	C: -8	D: 0.1
molecule: COc1ccccc1C(=O)O/N=C(\N)c1cccnc1
  A: -56	B: 0.0	C: -2	D: -2.9
molecule: Cc1ccc(C(C)CCN2CCC3(CCC(=O)N3C)CC2)o1 (configuration not stated)
  A: -1	B: 0.0	C: -2	D: -0.7
molecule: CCc1c(C)sc(NC(=O)/C=C/c2cccc(Cl)c2)c1C(N)=O
  A: 2	B: 0.1	C: 8	D: 0.8
molecule: CCC(=O)N1CCC[C@@H](Cn2nc(-c3cccs3)ccc2=O)C1
  A: 8	B: 0.0	C: 11	D: -0.6
molecule: O=C1/C(=C\c2cn(-c3ccccc3)nc2-c2cccnc2)NC(=S)N1c1ccccc1
  A: 4	B: -0.1	C: -1	D: 0.3
molecule: CCN1C(=O)N(CC)C2C1N(C)C(=O)N2CN1C(=O)N(C)C2C1N(CC)C(=O)N2CC (configuration not stated)
  A: 6	B: 0.1	C: 2	D: 0.6
molecule: COc1ccc(-n2ncc3c(NCCN4CCOCC4)ncnc32)cc1
  A: 20	B: -0.1	C: -2	D: 0.3
molecule: CCOc1ccc2c(c1)nc(NCCO)n2CC
  A: -9	B: -0.1	C: 4	D: 0.6
molecule: CCCC/C=N/NC(=O)c1ccc(Cl)cc1Cl
  A: 3	B: -0.1	C: 16	D: -1.7
molecule: CCC(C)NC(=O)CNC(=O)c1nn(-c2ccc(OC)cc2)c(=O)c2ccccc12 (configuration not stated)
  A: 9	B: 0.1	C: 19	D: -0.4
molecule: O=C(NCc1nnc(SCC(=O)N2N=C(c3cccs3)CC2c2ccc(F)cc2)n1-c1ccc(F)cc1)c1ccccc1 (configuration not stated)
  A: 4	B: 0.3	C: 16	D: 1.0
molecule: COc1ccc(C2(CNC(=O)COc3ccccc3F)CCCC2)cc1
  A: 2	B: -0.1	C: -4	D: 0.9
molecule: CC(C)(C)NS(=O)(=O)c1ccc(CCC(=O)Nc2ccc(F)c(Cl)c2)cc1
  A: 15	B: 0.2	C: 30	D: 1.7
molecule: O=C1OC(c2ccc(Br)o2)=N/C1=C\c1cccc(Cl)c1Cl
  A: -4	B: 0.2	C: 10	D: -0.2
molecule: CC(C)C(NC(=S)NC1CCCCC1)C(=O)O (configuration not stated)
  A: -8	B: 0.0	C: 8	D: 0.4
molecule: CCN1CCN(Cn2ncn(C)c2=S)CC1
  A: -1	B: -0.3	C: -8	D: 0.8
molecule: O=C(Nc1ccc(Cl)cc1)Nc1ccc(S(=O)(=O)Nc2ccc(F)cc2)cc1
  A: 9	B: -0.1	C: 6	D: -0.5
molecule: CCN(CC)c1ccc(Nc2nc(-c3ccc(Cl)cc3)cs2)cc1
  A: -25	B: -0.2	C: -1	D: -0.9
molecule: CC(C)(C)N1C(=O)c2ccccc2NC(=O)N1Cc1ccc(Br)cc1
  A: 6	B: 0.1	C: 18	D: -2.8
molecule: Cc1c(Cl)cccc1NC(=S)NNC=O
  A: -3	B: 0.0	C: -5	D: 0.5
molecule: Cc1cccc(-n2ncc(Cl)c(Cl)c2=O)c1
  A: 5	B: 0.2	C: 14	D: 3.2
molecule: COc1ccc(C(=O)OC(C)CN2CCCCC2)cc1OC (configuration not stated)
  A: -7	B: 0.7	C: 16	D: 0.0
molecule: COc1cccc2sc(=NC(=O)c3nc4ccccc4s3)n(C)c12
  A: 71*	B: -0.1	C: -5	D: -0.2
molecule: CCOC(=O)CC1CCCCN1C(=O)CCC1(C)CCC(=O)N1 (configuration not stated)
  A: -5	B: 0.0	C: -7	D: -0.8
molecule: O=C(Nc1cc(Cl)cc(Cl)c1)c1ccc([N+](=O)[O-])cc1
  A: -12	B: -0.1	C: -13	D: -1.5
molecule: CCCCNC(=O)c1cn(-c2ccc(C)c(C)c2)c(=O)c2ccccc12
  A: 2	B: 0.0	C: 7	D: 0.8
molecule: COc1ccc(C2CC(C(F)(F)F)n3nc(C(=O)Nc4cc(OC)ccc4OC)cc3N2)cc1 (configuration not stated)
  A: 3	B: 0.0	C: 13	D: 2.4
molecule: C=C(C)CN1C(=O)NC(CC)(C2CCN(Cc3ccc(OC)c(OC)c3)CC2)C1=O (configuration not stated)
  A: -4	B: 0.0	C: 9	D: 0.0
molecule: Cc1cccc(Cc2nnc(CCC(=O)NCc3ccncc3C)o2)c1
  A: -1	B: 0.1	C: -3	D: 0.2
molecule: Cc1cccc(CN2CCC(C3(CCC(C)C)NC(=O)NC3=O)CC2)c1 (configuration not stated)
  A: -1	B: 0.0	C: 11	D: -1.0
molecule: COc1ccccc1NC(=O)Cn1nnc(C(=O)NCCc2ccccc2)c1N
  A: 6	B: 0.1	C: -5	D: 0.8
molecule: CC(=O)N(c1cccc(Br)c1)C1C=CS(=O)(=O)C1 (configuration not stated)
  A: -5	B: 0.1	C: 18	D: -1.1
molecule: COc1ccc(S(=O)(=O)N(C)C)cc1NC(=O)c1cc(F)c(F)c(F)c1F
  A: 0	B: 0.0	C: 1	D: 0.3
molecule: Cc1ccc(C)c2c1-c1ccccc1S(=O)(=O)N2C
  A: 6	B: 0.1	C: -6	D: -0.1
molecule: COc1ncccc1C(=O)N1CCC(C2(CCCc3ccccc3)NC(=O)NC2=O)CC1 (configuration not stated)
  A: -3	B: -0.3	C: -7	D: 0.2
molecule: CC(C)(C)c1ccc(/C=C(\C#N)C(=O)NCc2ccco2)cc1
  A: 0	B: -0.1	C: 9	D: -0.8
molecule: Fc1ccccc1COc1cccc(/C=N/n2cnnc2)c1
  A: -30	B: 0.5	C: 2	D: -3.6
molecule: CC(=O)N/N=C(\C)CC(=O)Nc1ccc2c(c1)OCCO2
  A: -2	B: 0.1	C: -1	D: 0.2
molecule: COC(=O)N/N=C/c1ccc2c(c1)OCO2
  A: -16	B: -0.1	C: 0	D: -5.0
molecule: COc1cccc(C(=O)NCCc2csc(-c3ccccc3)n2)c1
  A: 1	B: -0.1	C: -9	D: -0.9
molecule: O=C(Nc1ccc(Cl)cc1)c1ccc(N2C(=O)c3ccccc3C2=O)cc1
  A: -23	B: 0.2	C: 13	D: 0.1
molecule: CC(=O)C1=C(O)C(=O)N(CCCN2CCOCC2)C1c1ccccc1[N+](=O)[O-] (configuration not stated)
  A: -7	B: -0.1	C: -2	D: 3.6
molecule: Cc1ccc(C(=O)NCCNC(=O)c2nonc2N)cc1
  A: 5	B: 0.1	C: 17	D: 1.3
molecule: CC1(C)O[C@@H]2C[C@H]3[C@@H]4C[C@H](F)C5=CC(=O)C=CC5(C)[C@H]4[C@@H](O)CC3(C)C2(C(=O)CO)O1 (some centres not stated)
  A: /	B: 0.1	C: -2	D: 1.9
molecule: Cc1ccc(Cl)cc1NC(=O)c1ccccc1Cl
  A: -12	B: -0.1	C: 5	D: 1.3
molecule: Nc1ncnc(NCCO)c1[N+](=O)[O-]
  A: 15	B: 0.1	C: -10	D: 1.5
molecule: Cc1cccc2c1N(C(=O)CN1C(=O)CCC1=O)C(C)(C)c1ssc(=S)c1-2
  A: 1	B: -0.1	C: 8	D: 0.3
molecule: CC(=O)NC(O)C(=O)c1ccc(C)cc1 (configuration not stated)
  A: 1	B: 0.0	C: -7	D: 2.5
molecule: N#Cc1c(NC(=O)CSc2nc3sc4c(c3c(=O)n2-c2ccccc2)CCC4)sc2c1CCC2
  A: 13	B: 0.0	C: 11	D: -0.5

A few values from the results shown.
Reading for `COC(=O)N/N=C/c1ccc2c(c1)OCO2` under TEAD-YAP inh: -16
Reading for `CC(=O)N/N=C(\C)CC(=O)Nc1ccc2c(c1)OCCO2` under TEAD-YAP inh: -2
Reading for `COc1ccc(S(=O)(=O)N(C)C)cc1NC(=O)c1cc(F)c(F)c(F)c1F` under FBW7 act: 0.0
Reading for `COc1cccc(C(=O)NCCc2csc(-c3ccccc3)n2)c1` under TEAD-YAP inh: 1
Reading for `Cc1ccc(C)c2c1-c1ccccc1S(=O)(=O)N2C` under FBW7 act: 0.1
Reading for `N#Cc1c(NC(=O)CSc2nc3sc4c(c3c(=O)n2-c2ccccc2)CCC4)sc2c1CCC2` under MITF inh: 11

Already shown: 2 of the compounds above.
Letter code – A = TEAD-YAP inh; B = FBW7 act; C = MITF inh; D = GPR151 activ
molecule: CCOC(=O)CC1CCCCN1C(=O)CCC1(C)CCC(=O)N1 (configuration not stated)
  A: -5	B: 0.0	C: -7	D: -0.8
molecule: O=C(Nc1cc(Cl)cc(Cl)c1)c1ccc([N+](=O)[O-])cc1
  A: -12	B: -0.1	C: -13	D: -1.5

Bioassay records from PubChem BioAssay.
